Bioassay records (PubChem)
BRCA1 expr up: increases BRCA1 expression; MCF7-BRCA1-FFLuc reporter, luminescence, 48 h; response scale: scaled: vehicle 0%, 10 µM genistein 100%; Potency, µM (highest dose often 46.1 µM), for inactives: at the top dose activation, hits mostly activators; hit rate 1.1% among 380,000; AID 624202; active = well fitted activation curve with a large enough effect; inconclusive = small, poorly fitted or top-dose-only effect; inactive = no such curve, though single readings can be large or run the other way; also: nearly all actives have a fitted effect of over 80% in size; some results filed as inactive show a strong effect at the top dose
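Luminescence from a BRCA1-driven firefly luciferase in MCF7 cells was read after 48 h compound exposure at 37 C. Data normalized against DMSO and a 10microM genistein activation control, then curve-fitted across the titration.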
* = called active by the depositor; ? = inconclusive; [ ] = remark or other dose. Potency is read from the fitted curve at half-maximal effect. An excerpt; the hit share may differ from the screen's.

The first 4 records (preview)
SMILES | BRCA1 expr up
CCC1([N+](=O)[O-])COC(c2ccc(OC)cc2)OC1 (stereo unspecified) | 20%
O=C1C=C(c2cccc(O)c2)CCC1 | 19%
O=C(c1cccnc1)N(Cc1ccccc1)C(=O)c1cccnc1 | -32%
COc1ccc(-c2nc3c(Cl)cc(C(F)(F)F)cn3c2Cc2cccc(Cl)c2)cc1OC | -22%

This part in full (from the top)
SMILES | BRCA1 expr up
CCC1([N+](=O)[O-])COC(c2ccc(OC)cc2)OC1 (stereo unspecified) | 20%
O=C1C=C(c2cccc(O)c2)CCC1 | 19%
O=C(c1cccnc1)N(Cc1ccccc1)C(=O)c1cccnc1 | -32%
COc1ccc(-c2nc3c(Cl)cc(C(F)(F)F)cn3c2Cc2cccc(Cl)c2)cc1OC | -22%
C=C1CC[C@@H]2[C@](C)(CO)[C@H](O)CC[C@@]2(C)[C@@H]1C/C=C1/C(=O)OCC1O (stereo partly specified) | -51%
COc1ccc(CN(C)C[C@H]2OCc3cnnn3CCCC(=O)N([C@H](C)CO)C[C@@H]2C)cc1 | 5%
COc1ccc(C(C)(O)c2nc(-c3cccc(NC(C)=O)c3)cs2)cc1 (stereo unspecified) | -8%
Cn1c(=S)[nH]c2cc(C(=O)N3CCN(Cc4cccs4)CC3)ccc2c1=O | 26%
O=C1Cc2ccccc2C(=O)N1 | 9%
COC(=O)C1=C[C@@H](C(=O)OC)[C@@H]2C3=C(C(=O)[C@]2(C)NC(=O)c2ccccc2)[C@H](C)n2c(=O)n(C)c(=O)n2[C@@H]3C1 | 0%
COc1ccc(NS(=O)(=O)c2ccc(-c3ccccn3)s2)cc1 | -5%
COC1CCN(C(=O)c2cc(COc3cc(C)ccc3C)on2)CC1 | 64%
CCCCNC(=O)C1(C)CCN1C(=O)c1ccc(C)c(F)c1 (stereo unspecified) | 17%
O=c1cc(CCc2ccccc2)oc2cccc(O)c12 | -40%
COC1=CC(=O)C(OC)=C(OC)C1=O | -97%[inhibitor]
CC(C)Oc1ccc(CN2CCC2(C)C(=O)Nc2ccc3c(c2)OCO3)cc1 (stereo unspecified) | -17%
CC1(C(=O)NCc2cccc(C(F)(F)F)c2)CCN1CCc1ccccc1 (stereo unspecified) | -15%
Cc1ccc(NC(=O)CSc2nnc(NC3CC3)s2)cc1S(=O)(=O)N1CCOCC1 | -9%
CCCNC(=O)C1(C)CCCN(C(=O)c2ccccc2OC)C1 (stereo unspecified) | -3%
OC1CCC(Nc2ccn3nc(-c4cccc(OCc5ccccc5)c4)cc3n2)CC1 (stereo unspecified) | 0%
O=C(NCc1ccc(F)cc1)c1cc(C2CCCCN2C(=O)OCCF)on1 (stereo unspecified) | -16%
Nc1cc2c3ccccc3ccc2c2ccccc12 | ?
CNc1cc(-c2cccc(N(C)C)c2)ncn1 | ?
COc1ccc2c(c1)OC[C@H]1[C@H]2N2C(=O)c3ccc(F)cc3NC(=O)[C@@]2(C)[C@H]1c1ccccc1 | -56%
CC(=O)c1ccc(NC(=O)C(C)OC(=O)c2ccc(NS(=O)(=O)c3ccc4[nH]c(=O)[nH]c4c3)cc2)cc1 (stereo unspecified) | 33%

Reprinted from the results shown, two compounds:
SMILES | BRCA1 expr up
CCC1([N+](=O)[O-])COC(c2ccc(OC)cc2)OC1 (stereo unspecified) | 20%
O=C1C=C(c2cccc(O)c2)CCC1 | 19%

Filtered by structure: the compounds so far with a CF3 group (two)
SMILES | BRCA1 expr up
COc1ccc(-c2nc3c(Cl)cc(C(F)(F)F)cn3c2Cc2cccc(Cl)c2)cc1OC | -22%
CC1(C(=O)NCc2cccc(C(F)(F)F)c2)CCN1CCc1ccccc1 (stereo unspecified) | -15%

Next section
SMILES | BRCA1 expr up
CCN(CC)C(=O)c1cccc(-c2csc(C(O)c3ccco3)n2)c1 (stereo unspecified) | 0%
NC(=O)CSc1nnc(-c2ccco2)n1-c1ccc(F)cc1 | -1%
Fc1cccc(Cc2c(-c3cccc(Cl)c3)nc3c4ccccc4ccn23)c1 | 15%
Cc1nc2sccn2c(=O)c1S(=O)(=O)NCC1CCN(Cc2ccc(Cl)cc2)CC1 | -10%
O=C(Cc1ccc(Oc2ccccc2)cc1)NO | -8%
COc1ccc(Br)cc1C1=CC(=O)C[C@H](c2ccc(F)cc2)C1 | -29%
Cc1ccc(S(=O)(=O)n2cccc2C)cc1 | -23%
CCCCn1c(=O)cc(C)n(-c2ccccc2)c1=O | 15%
COc1ccc(-n2nnc3c(SCC(=O)N4CCCc5ccccc54)ncnc32)cc1 | 22%
CC1(C(=O)NS(=O)(=O)c2cccc(Cl)c2)CCN1C(=O)CC1CC1 (stereo unspecified) | 13%
COc1ccccc1CNC(=O)c1cc(-c2cc(Cl)ccc2C)n[nH]1 | -48%
CC1(C(=O)NS(=O)(=O)c2cccc(Cl)c2)CCN1C(=O)Cc1ccsc1 (stereo unspecified) | 37%
CCOC(=O)[C@H]1[C@H]2COc3ccc(C)cc3[C@@H]2N2C(=O)CN(C)C(=O)[C@@]12C | -6%
COc1ccc(Cl)cc1NC(=O)NNC(=O)C(=O)Nc1ccc(F)cc1 | 49%
COc1cccc(NC(=O)N(C)C[C@@H]2OCc3cn(nn3)CCCC(=O)N([C@H](C)CO)C[C@H]2C)c1 | -4%
O=C(/C=C/c1ccccc1)Nc1ccc(S(=O)(=O)N2CCOCC2)cc1 | -31%
CC1(C(=O)NS(=O)(=O)c2cccc(Cl)c2)CCN1C(=O)c1ccccc1 (stereo unspecified) | 49%
O=C1C(c2ccccc2)C2C=CC(C2)N1O (stereo unspecified) | -4%
COc1cccc(C(C)(O)c2nc(-c3ccccc3OC)cs2)c1 (stereo unspecified) | -25%
Cc1cc(F)ccc1C(O)c1ncc(-c2ccccc2)[nH]1 (stereo unspecified) | 12%
CSC(=S)NN=C(C)c1cccc(C)n1 | -88%[inhibitor]
CCc1ccc(C2CC(c3ccc(C)cc3)n3nc(N)nc3N2)cc1 (stereo unspecified) | 4%
CC(C)CN1C(=O)C(=O)N(CC(=O)NCCCc2ccccc2)C1=O | -1%
CNC(=O)c1ccc(CN(C)C(=O)c2cc(C3CC3)nc3c2cnn3C(C)C)cc1 | -4%
CCOc1ccccc1C=NNc1ccc([N+](=O)[O-])cn1 | -6%
SMILES | BRCA1 expr up
CC1(C(=O)Nc2ccc3[nH]ncc3c2)CCN1C(=O)CCc1ccccc1 (stereo unspecified) | 12%
COc1ccc(Nc2nc(NCc3cccs3)nc3ccsc23)cc1OC | -37%
Cc1ccc2cccc(CC(=O)NN)c2c1 | -15%
C[C@@H]1CN([C@H](C)CO)C(=O)CCCn2cc(nn2)CO[C@H]1CN(C)C(=O)Nc1cccc2ccccc12 | 4%
C=CCOc1ccc(C[C@H](N)C(=O)NC[C@H]2O[C@@H](n3cc(C)c(=O)[nH]c3=O)C[C@@H]2O)cc1 | -10%
O=C(Nc1ccccc1Cl)c1cc(C2CCCN(C(=O)CCCc3ccccc3)C2)on1 (stereo unspecified) | 3%
COc1ccc(NC(=O)C2Cc3c(-c4ccco4)ccnc3O2)cc1OC (stereo unspecified) | -26%
O=C(c1ccc(Cl)c(Cl)c1)N1CCC(=O)N([C@H](COCc2cccc(C(F)(F)F)c2)Cc2ccccc2)CC1 | -59%
CCN1C(=O)N[C@@H](CCc2ccccc2)C(C(=O)OC)=C1C | 0%
O=[N+]([O-])c1cccc(C([O-])=C(C(=S)Nc2cccc3ccccc23)[n+]2ccccc2)c1 | -58%
COc1ccc(-c2c3c(nc4sc(C(=O)Nc5ccccc5)c(N)c24)CCC3)cc1 | 10%
COc1ccc(-c2cc3nc(C)cc(N4CCN(C(=O)c5ccoc5)CC4)n3n2)cc1 | -25%
CC[C@H](C)C1OC(=O)[C@@H](C)[C@@H](CC)NC(=O)[C@H](C)N(C)C(=O)C(C)(C)C(=O)C(C)NC(=O)[C@H](Cc2ccc(OC)cc2)N(C)C(=O)[C@H](C(C)C)N(C)C(=O)CNC(=O)[C@H](CC(C)C)N(C)C(=O)CNC1=O (stereo partly specified) | -67%
CCOC(=O)[C@]12CCCC=C1N(Cc1ccc3c(c1)OCO3)C(=O)[C@H](CC(=O)N1CCCCC1)C2 | 9%
COc1ccc(NC(=O)C[C@H]2C(=O)N(c3ccc(OC)cc3)C[C@@H]2c2ccc(Br)cc2)cc1 | 5%
C=CCN(CC(=O)c1sc(C(=O)OCC)nc1C)c1cccc(Br)c1 | -2%
CCOc1ccc(NC(=O)c2ccc(F)cc2F)cc1 | 11µM*
OC(c1ccc(F)cc1)c1ncc(-c2ccc3ccccc3c2)[nH]1 (stereo unspecified) | 4%
CCc1nc2ccc(C(=O)NCc3ccc4c(c3)OCO4)cn2c1N(CC)CCOC | 28%
CCCCC1(CC)COC(c2ccccc2)OC1 (stereo unspecified) | -11%
N#CCc1ccc(OC(=O)c2ccncc2)cc1 | -17%
Cc1cc(C)c2c(=O)n3c(nc2c1)C(C)NC(=O)c1cccnc1-3 (stereo unspecified) | -16%
CC[C@@H]1CC2=C(C(=O)OC(C)(C)O2)[C@H](c2ccc(Cl)cc2)O1 | 5%
COc1ccc(C(O)c2ncc(-c3ccccc3Cl)[nH]2)cc1F (stereo unspecified) | 5%
CCOC(=O)c1sc(NC(=O)C2CCCCC2)nc1C | 76%
SMILES | BRCA1 expr up
Cn1c(NCc2ccccc2F)nc2cc(-c3ccsc3)sc2c1=O | -43%
NC(Cc1ccc(F)cc1)c1csc(Nc2ccc(C(F)(F)F)cn2)n1 (stereo unspecified) | -73%
CC1(c2nnnn2-c2ccc3c(c2)OCCO3)CCC(=O)N1Cc1ccc(F)cc1 (stereo unspecified) | 0%
CC(O)(c1cccc(F)c1)c1nc(-c2ccc3ccccc3c2)cs1 (stereo unspecified) | -9%
CC(=O)c1ccc(OCC(=O)NCCC2=CCCCC2)cc1 | 15%
CCC(=O)N1CCCC1(C)C(=O)NCc1ccc(SC)cc1 (stereo unspecified) | 17%
CCCc1c(-c2cccc(F)c2)ncn1CCc1ccccc1OC | 0%
OC(c1ccccc1)(c1nc(-c2ccc3c(c2)OCO3)cs1)C(F)(F)F (stereo unspecified) | -14%
COc1ccc(CN2CCC2(C)C(=O)NCCNC(C)=O)c2ccccc12 (stereo unspecified) | 5%
Cc1cc2nc(-c3cccc(Cl)c3)c(CC(C)(C)C)n2c(C)c1Br | -22%
O=C1CCC(OCc2ccccc2)CCN1CC[C@@H](Sc1ccccc1)c1ccccc1 (stereo partly specified) | -12%
COc1cc(NC(=O)[C@H]2O[C@@H](n3cnc4c(N)ncnc43)[C@H](O)[C@@H]2O)cc(OC)c1OC | 10%
Cc1ccc(S(=O)(=O)N2CC3(O)CN(C(=O)OC(C)C)N(C(=O)OC(C)C)CC3(OC(=O)NC3CCCC3)C2)cc1 (stereo unspecified) | -3%
COCc1cccc(-c2csc(C(NC(C)=O)c3ccccc3)n2)c1 (stereo unspecified) | 20%
N#Cc1ccccc1OCC(=O)Nc1cc(S(=O)(=O)N2CCCCC2)ccc1N1CCOCC1 | -36%
CN(C)CCCNc1nc2cc(-c3ccn[nH]3)sc2c(=O)n1C | 2%
CCOC(=O)C1=C[C@@H](CC)N(S(=O)(=O)c2ccc(C)cc2)[C@H]1c1cccc(Cl)c1 | -29%
C[C@H]1CN([C@@H](C)CO)C(=O)CCCn2cc(nn2)CO[C@@H]1CN(C)S(=O)(=O)c1ccc(-n2cccn2)cc1 | 4%
C=CC1=CCN(S(=O)C(C)(C)C)[C@@H]1CCO (stereo partly specified) | 0%
O=C(Nc1ccncc1)C1C(=O)c2ccccc2N(Cc2ccccc2)C1=O (stereo unspecified) | -4%
O=C(c1cn(-c2ccccc2)nc1-c1cccnc1)N1CCN(S(=O)(=O)c2ccc(Cl)cc2)CC1 | -24%
O=C1NC[C@H](CCCCN2C[C@H](Cc3ccc(O)cc3)N(CCc3ccc(O)cc3)C(=O)C2=O)N(Cc2ccccc2)C1=O | 6%
COC(=O)c1ccc2nc(C3CCCCC3)c(Cc3ccccc3C(F)(F)F)n2c1 | -26%
CCCn1c(N)c(N(CCOC)C(=O)COC(=O)COc2c(C)cc(C)cc2C)c(=O)[nH]c1=O | 8%
Cc1cc2nc(-c3ccc(Cl)cc3)c(Cc3cccc(Cl)c3)n2c(C)c1Br | -63%
CC(O)(c1ccc(F)c(F)c1)c1nc(-c2cccc(F)c2)cs1 (stereo unspecified) | -3%
CCCCNC(=O)C1(C)CCN1C(=O)c1ccc(F)c(C)c1 (stereo unspecified) | 14%
Cc1ccc(S(=O)(=O)NC(=O)C2(C)CCN2C(=O)C2CCCCC2)cc1 (stereo unspecified) | -8%
O=S(=O)(CS(=O)(=O)c1ccccc1)c1ccccc1 | 1%
CN(C(=O)c1cccc(NC(=O)Cc2ccc(NC(=O)C3CCN(C(=O)C4CC4)CC3)cc2)c1)C1CCC1 | 4%

3 of the compounds above, with tabs:
molecule	BRCA1 expr up
CCC(=O)N1CCCC1(C)C(=O)NCc1ccc(SC)cc1 (stereo unspecified)	17%
CCCc1c(-c2cccc(F)c2)ncn1CCc1ccccc1OC	0%
OC(c1ccccc1)(c1nc(-c2ccc3c(c2)OCO3)cs1)C(F)(F)F (stereo unspecified)	-14%
